From PubChem
DAX1 inh-1: inhibits human nuclear receptor DAX1; P51843; 340,000 compounds, 0.99% hits; HEK293 Gal4-DAX1 luciferase reporter, luminescence; inhibition, % at 6.75 µM; AID 504766;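 active = inhibition above the mean over all tested compounds plus 3 SD, cut at about 4.2% in these data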;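 note: 0% = DAX1-transfected cells with DMSO and 100% = empty-vector control cells with DMSO; inhibition shows as a rise in luminescence from relieved DAX1 repression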
Target sequence (P51843 207-470 limits assumed): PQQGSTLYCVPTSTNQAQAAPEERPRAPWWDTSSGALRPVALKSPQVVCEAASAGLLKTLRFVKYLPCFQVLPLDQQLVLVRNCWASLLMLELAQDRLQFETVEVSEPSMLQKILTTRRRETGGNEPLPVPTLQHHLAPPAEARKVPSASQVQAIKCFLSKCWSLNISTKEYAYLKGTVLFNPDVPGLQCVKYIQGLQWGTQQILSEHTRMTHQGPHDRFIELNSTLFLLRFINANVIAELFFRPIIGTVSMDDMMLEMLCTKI
PLCg1 inh: PLC-gamma1 (human) inhibition, primary screen. P19174. purified PLC-gamma1, fluorogenic substrate, fluorescence. inhibition, % at 12.2 µM. 370,000 compounds, 0.84% hits; in the data active = inhibition above about 9.5%
ADAM17 inh: inhibits human ADAM17. P78536. recombinant ADAM17, EDANS/DABCYL FRET peptide cleavage. inhibition, % at 6.95 µM. 370,000 compounds, 0.83% hits;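 active = inhibition above the mean of compounds lying between control limits plus 3 SD, set per campaign, cut at about 8.5% in these data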;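 note: 0% = DMSO-only wells as the low control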
hcDAF12 agonist: H. contortus DAF-12 activation, primary screen | AID 652067 | 370,000 compounds, 1.4% hits | activation, % at 6.8 µM | HEK293 hcDAF-12 lit1-tk-luc reporter, luminescence; 0% DMSO, 100% Δ7-dafachronic acid;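 active = activation above the mean of all tested compounds plus 3 SD, cut at about 5.5% in these data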;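 note: 100% = response to 3 µM Δ7-dafachronic acid high control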
hgDAF12 agonist: agonists of H. glycines DAF-12 nuclear receptor; HEK293 GAL4-hgDAF12 UAS-luciferase reporter, agonist luminescence; normalized to butyrate control; activation, % at 6.8 µM; 370,000 compounds, 1.8% hits; AID 687014;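 active = activation above a cutoff set at the mean of all screened compounds plus 3 SD, cut at about 10% in these data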;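 note: 0% = DMSO wells and 100% = sodium butyrate wells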
DAX1 inh-2: blocks DAX1 repression of SF-1 activated StAR promoter. AID 652010. HEK293T StAR-luciferase reporter, SF-1/DAX-1 repression relief. 370,000 compounds, 1.1% hits. inhibition, % at 6.8 µM;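 active = inhibition above the mean over all tested compounds plus 3 SD, cut at about 3.6% in these data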;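 note: 0% = DAX-1 cells with DMSO and 100% = cells lacking DAX-1 with DMSO; higher inhibition means more luminescence from relief of DAX-1 repression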
NR1D1 modulator: Rev-erb alpha (human) modulation; activity, % at 10 µM; AID 1259318; 370,000 compounds, 0.79% hits; Rev-erbα–FITC-DNA binding, fluorescence polarization, 90 min; P20393;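 active = activity above about 14%, limit read from the data; passing the limit was not always enough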;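 note: 0% = DMSO wells with 35 nM protein and 100% = DMSO wells with 750 nM protein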
MBD2 DNA inh: MBD2-methylated oligo binding inhibition | TR-FRET, MBD2 binding to methylated oligonucleotide | inhibition, % at 4.4 µM | 370,000 compounds, 0.31% hits | Q9UBB5; in the data active = inhibition above about 13%
Target sequence (Q9UBB5 whole entry, looked up): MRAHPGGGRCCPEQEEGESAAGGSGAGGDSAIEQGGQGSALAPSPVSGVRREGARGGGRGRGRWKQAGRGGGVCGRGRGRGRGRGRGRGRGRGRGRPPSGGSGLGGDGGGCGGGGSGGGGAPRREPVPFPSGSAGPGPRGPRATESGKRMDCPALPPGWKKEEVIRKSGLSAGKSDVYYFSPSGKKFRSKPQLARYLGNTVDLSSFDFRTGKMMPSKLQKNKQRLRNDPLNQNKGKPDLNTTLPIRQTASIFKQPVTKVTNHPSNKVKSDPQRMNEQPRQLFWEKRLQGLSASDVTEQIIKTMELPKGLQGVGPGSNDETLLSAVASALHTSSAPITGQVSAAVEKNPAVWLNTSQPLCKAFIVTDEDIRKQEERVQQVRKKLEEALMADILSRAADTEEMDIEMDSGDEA
PLC-beta3 inh: PLC-beta3 (human) inhibition, primary screen. Purified PLC-beta3, fluorogenic substrate, fluorescence. AID 720704. 370,000 compounds, 0.18% hits. inhibition, % at 12.2 µM. Q01970; in the data active = inhibition above about 11%;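 note: 0% = median of compound wells on plate and 100% = full blocker control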
ssDAF12 agonist: activators of S. stercoralis DAF-12 nuclear receptor; 370,000 compounds, 1% hits; HEK293 ssDAF-12/GRIP1 lit1-tk-luc reporter, luminescence; % of 3 µM dafachronic acid response; activation, % at 6.8 µM;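 active = activation above the mean over all tested compounds plus 3 SD, cut at about 0.9% in these data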;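 note: 0% = DMSO-only wells and 100% = 3 µM delta7-dafachronic acid wells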
SMARCA2 activ: increases SMARCA2 function in MMTV reporter cells | AID 652017 | MG213 cells, MMTV-luciferase reporter, dexamethasone, overnight | 370,000 compounds, 1% hits | activation, % at 9.1 µM; in the data active = activation above about 7.8%;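 note: 0% = vehicle wells and 100% = reference activator wells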
* = called active by the depositor; i = inactive; . = no result given.

SMILES | DAX1 inh-1 | PLCg1 inh | ADAM17 inh | hcDAF12 agonist | hgDAF12 agonist | DAX1 inh-2 | NR1D1 modulator | MBD2 DNA inh | PLC-beta3 inh | ssDAF12 agonist | SMARCA2 activ
O=C(/C=C/c1ccco1)NC1CCCC1 | -0.6 | -2 | -2 | -1.6 | 1.2 | 0.3 | 2 | 6 | -4 | -1.1 | -1
Cc1ccccc1C1=N/C(=C/c2cccnc2)C(=O)O1 | 0.7 | 1 | -2 | 2.8 | 1.9 | 0.5 | 0 | -1 | 4 | -0.8 | 10*
CS(=O)(=O)N1CCN(c2ccc(NC(=S)NC(=O)c3ccc4c(c3)OCO4)cc2)CC1 | 1.3 | 0 | -2 | -1.3 | -1.5 | 0.3 | -5 | 1 | 3 | -1.5 | 2
CN(C)C(=O)CN1c2cccc3cccc(c23)S1(=O)=O | -0.3 | -240 | -85 | -0.6 | 0.5 | -0.4 | -3 | -2 | -294 | -1.2 | 3
C=CCSc1nnc(Cc2cc(=O)[nH]c(=O)[nH]2)n1-c1cc(C)ccc1C | 1.1 | -4 | 1 | 0.7 | 0.7 | -0.2 | -4 | 0 | -2 | 0.6 | 2
O=C(c1cn(-c2ccccc2)nc1-c1cccnc1)N1CCN(S(=O)(=O)c2cccc(F)c2)CC1 | 1.4 | -3 | -2 | -0.8 | 5.8 | -1.3 | 2 | -5 | -9 | -0.7 | -4
O=C(Nc1ccccc1N1CCOCC1)C1CCN(S(=O)(=O)c2ccc(Cl)cc2)CC1 | -0.9 | 0 | -3 | -1.2 | -0.6 | 0.2 | 2 | -4 | -8 | -1.3 | -4
CCn1nc(C)c(CN2CCN(Cc3ccsc3)C(CCO)C2)c1C (stereo unspecified) | -0.4 | 10* | 6 | 0.9 | -3.5 | -0.5 | 4 | -2 | -3 | -1.3 | -3
COc1cc(NC(=O)c2cc(C(C)C)on2)cc(OC)c1OC | 0.2 | 3 | 1 | -0.5 | -1.9 | 0.7 | 4 | -1 | 3 | -0.5 | 0
NS(=O)(=O)c1ccc(CCNC(=O)/C=C/c2ccccc2[N+](=O)[O-])cc1 | 2.1 | 0 | 0 | -0.1 | 0.1 | 0.1 | -2 | 4 | -3 | -1.6 | -2
CC1C2CC(C/C2=N/NC(=O)c2cccs2)C1(C)C (stereo unspecified) | 2.9 | 1 | 0 | 2.9 | 13* | 5.0* | -6 | -2 | 1 | 0.0 | 3
Cc1nc(N)sc1-c1csc(Nc2ncccn2)n1 | 1.3 | 0 | -5 | 3.6 | 16* | 5.4* | -13 | 3 | -9 | -0.2 | 56*
Cc1cc(C(=O)Nc2ccc(C)c(S(=O)(=O)N3CCOCC3)c2)c2ccccc2n1 | -0.3 | -4 | -1 | -0.2 | 0.9 | -0.3 | 3 | 2 | -6 | -1.2 | 2
O=C(/C=C/Nc1cccc([N+](=O)[O-])c1)c1cccs1 | 3.0 | -7 | -4 | 13* | 13* | 2.0 | 6 | 2 | -10 | 1.8* | 4
O=C1CCN(CCCc2ccccc2)CCN1CCO | -0.9 | -1 | -2 | 0.4 | -0.1 | -0.2 | -1 | -1 | -1 | -0.9 | 1
CCc1nnc(NC(=O)c2cc(S(=O)(=O)N3CCCCC3)ccc2C)s1 | 0.5 | -9 | -1 | -0.8 | -0.8 | -0.5 | -2 | -1 | -21 | -1.4 | -2
C=CCn1cc(C(=O)NCc2ccco2)c(=O)c2cc(S(=O)(=O)N3CCCCCC3)ccc21 | -0.3 | 3 | 2 | -1.9 | 1.5 | -1.3 | 0 | 4 | -3 | -1.9 | -6
Cc1ccc(C(C(=O)NC2CCCCC2)N(CCCN2CCOCC2)C(=O)c2snc(C(N)=O)c2N)cc1 (stereo unspecified) | -0.3 | -26 | -27 | 0.0 | -0.7 | -0.1 | 2 | -2 | -42 | -1.1 | 0
Cc1ccc(Cl)cc1-c1ccc(C=Nc2ccc(N3CCOCC3)cc2)o1 | -2.2 | -139 | -6 | 0.1 | -4.0 | -1.7 | 5 | -6 | -225 | -1.5 | -1
CCC/C(=N/NC(=O)c1cccc(Cl)c1)c1ccccc1 | 0.1 | -6 | -1 | 2.6 | 17* | 1.9 | -2 | -5 | -6 | -0.5 | 2
COc1cccc(/C=N/n2c(-c3cccs3)n[nH]c2=S)c1 | -0.1 | -9 | 2 | -0.9 | -2.7 | -0.4 | 10 | 1 | -7 | -1.6 | 1
COCCCn1c(SCc2nc3ccccc3c(=O)[nH]2)nc2ccccc2c1=O | -0.8 | 1 | -5 | 0.7 | -1.5 | 0.2 | 1 | 2 | -3 | -0.1 | -2
CCN(CC(=O)NC(=O)NC1CCCCC1)Cc1nc2ccccc2c(=O)[nH]1 | -0.9 | 0 | 7 | -1.8 | -3.5 | -0.1 | 1 | -2 | 1 | -1.1 | -1
Cc1ccc(S(=O)(=O)N2CCOCC2)cc1C(=O)OCC(=O)c1ccc(Br)cc1 | 0.5 | 6 | 6 | 0.3 | 0.9 | 0.4 | 3 | -2 | -7 | -1.1 | -1
O=C(CNC(=O)c1cccs1)NCCN1CCN(Cc2ccccc2)CC1 | -0.1 | -2 | -4 | -1.9 | 1.8 | 0.7 | -2 | 1 | -1 | -1.2 | 1
Next section
SMILES | DAX1 inh-1 | PLCg1 inh | ADAM17 inh | hcDAF12 agonist | hgDAF12 agonist | DAX1 inh-2 | NR1D1 modulator | MBD2 DNA inh | PLC-beta3 inh | ssDAF12 agonist | SMARCA2 activ
NC(=O)NC(=O)COC(=O)c1ccc(OC(F)(F)F)cc1 | -0.4 | 0 | 1 | -1.9 | -1.6 | -0.6 | 3 | -4 | 2 | -0.6 | 1
COc1cccc(/C=N/n2c(-c3ccco3)nc3ccccc3c2=O)c1OC | -0.2 | 3 | 0 | -1.4 | 0.1 | -0.3 | -6 | -1 | 3 | -1.8 | 1
O=C(c1cccnc1Cl)N1CCC(Oc2cccnc2)CC1 | . | 1 | -6 | -1.3 | 1.7 | 0.9 | -9 | 3 | -2 | -1.2 | -3
COc1ccccc1N(Cc1cc(=O)[nH]c2ccccc12)C(=O)c1ccc([N+](=O)[O-])cc1 | 1.0 | 8 | 1 | -0.2 | 1.9 | 0.1 | 2 | -3 | -3 | -0.4 | -4
O=C(c1cc(COc2cccc(C(F)(F)F)c2)on1)N1CCc2ccccc2C1 | 2.0 | -2 | 6 | -0.4 | 1.5 | 0.2 | 1 | -5 | -10 | -1.1 | -2
COc1ccc(CN(C)C(=O)CNC(=O)c2sc3ccccc3c2Cl)c(OC)c1OC | 0.4 | -2 | -1 | -2.0 | -0.1 | 1.7 | 6 | 3 | 0 | -0.7 | 0
CCOC(=O)N1CCN(C(=O)CN(Cc2ccc(Cl)cc2)S(=O)(=O)c2ccc(C)cc2)CC1 | -1.3 | 2 | -4 | -1.9 | -1.1 | -0.7 | 0 | 5 | 2 | -1.9 | -1
Cn1c(N)c(C(=O)CCl)c(=O)n(C)c1=O | 0.5 | 0 | -2 | -1.7 | 0.1 | 0.3 | 8 | -3 | 0 | -0.9 | 0
COc1ccccc1C(=O)OCC(=O)N1CCC(Cc2ccccc2)CC1 | 0.6 | 3 | 2 | 1.8 | 2.6 | 0.9 | -2 | -1 | -2 | -1.0 | 2
CN1/C(=C\C(=O)COC(=O)c2ccco2)C(C)(C)c2ccccc21 | 0.1 | -86 | -35 | -0.5 | -4.0 | 0.1 | -6 | -7 | -99 | -1.1 | 0
COc1cc(C(=O)NCC(=O)N/N=C(/C)c2ccc3c(c2)CCCC3)cc(OC)c1OC | 0.3 | -2 | -4 | -0.7 | -1.7 | 0.9 | 7 | 7 | -3 | -1.4 | -2
CCN(CC)CCN1C(=O)C(=O)/C(=C(/O)c2ccc(Cl)cc2)C1c1ccncc1 (stereo unspecified) | 0.7 | -2 | -5 | 0.1 | -2.3 | -0.7 | 0 | 1 | 1 | -0.6 | -4
N#C/C(=C\c1cn(Cc2cccc(F)c2)c2ccccc12)C(=O)NCc1ccco1 | -2.0 | -7 | 0 | -4.7 | 2.2 | -0.8 | -2 | -2 | -11 | -1.2 | -2
O=C(NCc1ccccc1)C(c1cccc2ccccc12)n1c(=O)c(-c2cc3ccccc3[nH]2)nc2ccccc21 (stereo unspecified) | . | i | -93 | 0.4 | 2.1 | -0.8 | 5 | -4 | i | -0.1 | -2
COC(=O)[C@]12C[C@H](CC(=O)N3CCCC3)C(=O)N(Cc3cccc4ccccc34)C1=C[C@H](C(C)(C)C)O[C@@H]2C | . | 2 | 4 | -0.8 | 0.5 | -0.7 | 2 | 4 | 1 | -1.1 | -3
Cc1ccc(-c2nc3ncccc3o2)cc1NC(=O)c1cccs1 | -2.1 | 1 | -4 | -2.6 | -1.1 | -0.4 | 3 | 0 | -3 | -1.3 | -3
O=C(c1ccc(N2CCCC2=O)cc1)N1CCN(c2ccccc2O)CC1 | -0.3 | -2 | -2 | -2.4 | -1.7 | -0.2 | -1 | 0 | -4 | -1.1 | -3
COC(=O)c1ccccc1OC(=O)c1cc2ccccc2oc1=O | -1.2 | -12 | -55 | 0.8 | 2.4 | 1.0 | -2 | 2 | -24 | -0.7 | -2
CCC(C(=O)OCC(=O)Nc1ccc(C(=O)Nc2ccc(OC)cc2)cc1)c1ccccc1 (stereo unspecified) | -1.4 | 2 | 3 | -1.1 | -0.3 | -0.5 | -5 | -4 | 0 | -1.9 | 0
Cc1cc(C(=O)CN2C(=O)NC(c3ccccc3)(c3ccccc3)C2=O)c(C)n1Cc1ccco1 | -1.3 | -2 | 7 | -2.5 | -2.4 | -0.4 | 0 | 8 | 0 | -0.8 | -3
COc1ccc(OC)c(NC(=O)COC(=O)c2c(C)noc2C)c1 | 0.2 | -1 | -2 | -1.3 | -1.2 | 0.0 | -3 | -4 | 0 | -1.2 | -1
CC1CCN(S(=O)(=O)c2ccc3c(ccn3CC(=O)O)c2)CC1 | 0.9 | -1 | 0 | 2.1 | 1.8 | 1.0 | -1 | -1 | -10 | -0.7 | -3
CCOC(=O)C1CCN(C(=O)c2cc(COc3ccc(F)cc3F)on2)CC1 | 1.8 | -4 | 2 | 1.7 | 12* | 3.5 | 6 | 2 | -7 | 0.7 | 7
Cc1ccc2oc(C(=O)NCCCN3CCOCC3)c(C)c2c1 | 3.0 | -1 | -1 | 5.2 | 11* | 6.6* | -7 | 0 | -9 | 0.3 | 5
CCOC(=O)c1ccc(N2CCN(C(=O)c3ccccc3)CC2)c(NC(=O)c2ccco2)c1 | -1.2 | -1 | 2 | -3.0 | 0.6 | -1.2 | 6 | -6 | -5 | -1.2 | 0
CCOc1ccc(-n2ccc(=O)c(C(=O)Nc3ccc(S(=O)(=O)Nc4nccs4)cc3)n2)cc1 | -0.6 | i | -16 | 0.9 | 1.0 | 0.1 | -8 | 1 | i | -0.8 | -1

An excerpt from above in order of their number in PLCg1 inh, descending:
canonical_smiles	DAX1 inh-1	PLCg1 inh	ADAM17 inh	hcDAF12 agonist	DAX1 inh-2	NR1D1 modulator	MBD2 DNA inh	PLC-beta3 inh	ssDAF12 agonist	SMARCA2 activ
Cn1c(N)c(C(=O)CCl)c(=O)n(C)c1=O	0.5	0	-2	-1.7	0.3	8	-3	0	-0.9	0
COc1ccc(OC)c(NC(=O)COC(=O)c2c(C)noc2C)c1	0.2	-1	-2	-1.3	0.0	-3	-4	0	-1.2	-1
O=C(c1ccc(N2CCCC2=O)cc1)N1CCN(c2ccccc2O)CC1	-0.3	-2	-2	-2.4	-0.2	-1	0	-4	-1.1	-3
